SMN2 splice up: increases expression of the SMN2 splice variant | HEK293 SMN2-luciferase splicing reporter, luminescence, 30-36 h | Potency, µM (titrated, usually from 46.1 µM), for inactives: top-dose activity change, positive = activation, actives largely listed as activators | hit rate 2.8% among 210,000; also: % of control where 0% means no effect; nearly all actives have a fitted effect of over 55% in size
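qHTS luciferase splicing reporter: luminescence rises when SMN2 exon 7 is included in transfected HEK293 cells. Compound exposure lasted 30-36 h at 37C, with 4.5 mM final sodium butyrate as control, followed by a ONE-Glo read.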
KDM4E inh: inhibitors of human JMJD2E histone demethylase | hit rate 1.6% among 230,000 | Potency, µM (series often up to 57.1 µM), inactives show top-dose activity change, negative = inhibition, most hits filed as inhibitors | B2RXH2 | JMJD2E catalytic domain, FDH-coupled NADH fluorescence (FDH is formaldehyde dehydrogenase); active = well fitted inhibition curve with a large enough effect, not every such curve was filed as active; inconclusive = small, poorly fitted or top-dose-only effect, or another doubt; inactive = no such curve, though single readings can be large or run the other way;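 also: 0% = wells with enzyme and -100% = buffer wells without enzyme; nearly all actives have a fitted effect of over 50% in size; many of its hits are not listed in these tables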
Target sequence (B2RXH2 1-337 limits assumed): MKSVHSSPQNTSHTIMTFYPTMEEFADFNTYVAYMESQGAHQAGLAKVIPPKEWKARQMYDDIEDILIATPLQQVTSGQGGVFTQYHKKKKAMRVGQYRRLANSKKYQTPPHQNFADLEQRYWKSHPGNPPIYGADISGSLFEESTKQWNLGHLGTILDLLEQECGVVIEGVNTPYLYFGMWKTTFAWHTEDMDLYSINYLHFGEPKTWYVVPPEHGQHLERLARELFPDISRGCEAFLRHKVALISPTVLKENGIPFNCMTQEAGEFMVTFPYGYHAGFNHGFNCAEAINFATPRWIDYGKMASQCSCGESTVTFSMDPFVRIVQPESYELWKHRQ
ALDH1A1 block: inhibitors of human aldehyde dehydrogenase 1A1; Purified ALDH1A1, NADH fluorescence, propionaldehyde substrate; Potency, µM (top dose mostly 75.3 µM), for the others: at the highest dose activity, negative = inhibition, hits mostly inhibitors; hit rate 7.3% among 220,000; AID 1030; active = well fitted inhibition curve with a large enough effect, not every such curve was filed as active; inconclusive = small, poorly fitted or top-dose-only effect, or another doubt; inactive = no such curve, though single readings can be large or run the other way;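 also: plate controls were no enzyme wells and a reference inhibitor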
RGS12 GoLoco inh: RGS12 GoLoco-Gai1 interaction inhibition. Potency, µM (series often up to 61.6 µM), inactives show top-dose activity, negative = inhibition, usual class: inhibitors. hit rate 0.44% among 230,000. Gai1:RGS12 GoLoco peptide FP, rhodamine, 10 min. AID 880; active = well fitted inhibition curve with a large enough effect, not every such curve was filed as active; inactive = no such curve, though single readings can be large or run the other way; also: % is scaled to controls: 0 for no effect and ±100 for the full control effect; nearly all actives have a fitted effect of over 30% in size; many of its hits are not listed in these tables
Target sequence (P63096 whole entry, looked up): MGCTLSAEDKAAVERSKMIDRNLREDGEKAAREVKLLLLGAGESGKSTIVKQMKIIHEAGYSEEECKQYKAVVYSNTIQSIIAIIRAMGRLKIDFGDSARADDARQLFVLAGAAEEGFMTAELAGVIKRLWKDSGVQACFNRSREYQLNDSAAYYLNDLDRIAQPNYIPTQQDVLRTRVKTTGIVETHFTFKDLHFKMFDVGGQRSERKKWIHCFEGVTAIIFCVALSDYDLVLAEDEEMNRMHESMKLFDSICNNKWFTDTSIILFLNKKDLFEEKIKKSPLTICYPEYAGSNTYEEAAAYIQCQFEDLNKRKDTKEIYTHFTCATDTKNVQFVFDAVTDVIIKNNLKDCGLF
GAA glycogen: inhibitors or activators of human alpha-glucosidase glycogen cleavage | recombinant GAA, glycogen substrate, Amplex Red glucose oxidase fluorescence | hit rate 0.38% among 300,000 | P10253 | Potency, µM (doses to about 76.4 µM), for inactives: at the top dose activity change, negative = inhibition, most hits filed as inhibitors;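 also: 0% = full enzyme reaction and -100% = no-enzyme basal signal; the screen sought inhibitors and activators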
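Recombinant enzyme (4 nM final) with compounds titrated up to 77 uM and bovine liver glycogen (30 ug) in citrate pH 5.0, 0.01% Tween-20, 37 C 40 min. Released glucose detected by Amplex Red/glucose oxidase (Ex 573/Em 610); AC50 from Hill fits.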
GLA spleen mod: alpha-galactosidase A (human) modulation; hit rate 0.008% among 240,000; Potency, µM (top dose mostly 80 µM), for the others: at the highest dose activity change, negative = inhibition, usual class: inhibitors; human spleen homogenate, 4MU-alpha-Gal fluorescence, 40 min;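 also: 0% = enzyme with vehicle and -100% = no enzyme basal signal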
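Inhibition or activation of alpha-galactosidase in human spleen homogenate is scored by 4-MU fluorescence after 40 min at 37C, pH 5.0, with 1 mM substrate. AC50s come from concentration-response fitted to the Hill equation.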
GAA inhib: inhibitors of human lysosomal alpha-glucosidase; P10253; purified human GAA, 4-MU-alpha-glucoside fluorescence; Potency, µM (top dose mostly 76.9 µM), inactives show top-dose activity change, negative = inhibition, most hits filed as inhibitors; hit rate 0.005% among 200,000;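 also: plate controls were uninhibited enzyme wells for no effect and no-enzyme background for full effect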
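Compounds are titrated up to 77 uM against 4 nM human enzyme. Substrate 4-methylumbelliferyl-alpha-D-pyranoside (400 uM) reacts 20 min at room temperature in pH 5.0 buffer; liberated 4-methylumbelliferone is read at 440 nm.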
GAA spleen mod: lysosomal alpha-glucosidase (human) modulation. human spleen homogenate, 4-MU-alpha-glucoside fluorescence. P10253. Potency, µM (top dose mostly 79.9 µM), for inactives: at the top dose activity change, negative = inhibition, most hits filed as inhibitors. hit rate 0.006% among 240,000. AID 2112;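 also: 0% = enzyme with vehicle and -100% = no enzyme basal signal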
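Compounds were titrated against alpha-glucosidase in spleen homogenate at pH 5.0, with 1 mM 4-methylumbelliferyl substrate for 40 min at 37 C. Reactions were quenched with pH 10 NaOH/glycine and fluorescence measured.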
The depositor's hits bear a star; u = inconclusive; x = not tested or not shown; & = joins results of further samples; [ ] = remark or other dose. Unless noted, calls follow the shape of the dose curve; as a rule, active = well fitted curve in the direction sought with a large enough effect; inconclusive = small, poorly fitted or top-dose-only effect, or another doubt; inactive = no such curve, though single readings can be large; an effect the other way counts as inactive or inconclusive. Potency is read from the fitted curve at half-maximal effect. Not all compounds are listed; count on the stated rates, not on these rows.

Each structure is followed by: SMN2 splice up	KDM4E inh	ALDH1A1 block	RGS12 GoLoco inh	GAA glycogen	GLA spleen mod	GAA inhib	GAA spleen mod
COc1ccc(-n2c(SCC(=O)Nc3nc(C)cs3)nnc2-c2ccoc2C)cc1
    -11%	-10%	-13%	10%	-4%	-7%	2%	-2%
Cc1n[nH]c(C)c1Sc1ccccc1N
    16%	-2%	3%	-7%	5%	5%	4%	2%
Brc1ccc(N=Cc2ccccn2)cc1
    5%	2%	4%	4%	1%	-7%	-2%	-2%
COc1cccc(C2=NOC(C(=O)NCc3ccc(F)cc3)C2)c1 (stereo unspecified)
    -5%	1%	12%	-4%	6%	5%	-20%	-8%
COCc1ccc(O)c2ncccc12
    6%	10µM*	3%	9%	16%	-18%	3%	-28%
CC(C)c1ncc(C(O)c2cccc3ccccc23)n1C (stereo unspecified)
    -19%	5%	0%	-1%	-6%	-2%	2%	-2%
CC(C)(C)OC(=O)NCCCCc1cn(CC(=O)N2CCN(C(=O)OC(C)(C)C)CC2)nn1
    x	5%	u	-5%	-5%	0%	x	6%
CCn1c(-c2ccc(F)cc2)cnc1SCC(=O)N1CCc2ccccc21
    27%	2%	-9%	1%	-2%	1%	-1%	4%
CCC1=C(OC(=O)N(CC)CC)N2C(=O)OC(=NCCc3c[nH]c4ccccc34)[C@]2(Cc2ccccc2)[C@H]2C1=CC[C@H]1C(=O)N(CC)C(=O)[C@H]12
    -23%	-6%&-9%	u	2%&4%	-12%	0%&5%	x	-5%&-1%
N#Cc1ccc(CSc2nnc3ccccn23)cc1
    18%	1%	11%	0%	4%	6%	-9%	7%
CCOC(=O)c1[nH]c(C)c(C(=O)OCC(=O)N2CC(=O)Nc3ccccc32)c1C
    -14%	-1%	-15%	18%	3%	2%	-1%	-2%
O=C(COc1ccccc1)NCC(=O)N/N=C/c1ccco1
    u	4%	12µM*	5%	-23%	-19%	-1%	-1%
CC(C)OC(=O)CN1C(=O)S/C(=C/c2ccc(N3CCCCC3)o2)C1=O
    -10%	u	7.1µM*	93%[activator]	-17%	15%	-1%	5%
CCC(CC)C1C(C#N)=C(N)Oc2n[nH]c(C)c21 (stereo unspecified)
    -22%	-1%	-1%	-4%	-6%	19%	4%	7%
O=C(CSc1nc2[nH]ncc2c(=O)n1-c1ccccc1Cl)N1CCCC1
    -23%	0%	32µM*	-5%	0%	3%	1%	5%
O=C(NCCc1ccccc1)C(=O)NCC1(c2ccccc2)CCCC1
    -16%	-3%	-4%	-1%	8%	6%	7%	-5%
CC(C)CSc1nc2ccccc2n1CC(N)=O
    -14%	9%	-4%	0%	0%	0%	-6%	-5%
Cc1ccc(Oc2ncc(CN3CC(C)OC(C)C3)s2)cc1 (stereo unspecified)
    -16%	1%	12%	-4%	0%	-8%	-4%	-7%
CCOCCc1nnc(NC(=O)CSc2ccccc2)s1
    22%	-1%	-1%	10%	-2%	5%	0%	-6%
COC(=O)CCCC(=O)N1CCCC(CNS(=O)(=O)c2ccc(OC)cc2)C1 (stereo unspecified)
    x	-6%	2%	-1%	2%	8%	12%	5%
O=C(O)C1C2C=CC(C2)C1C(=O)N1CCc2ccccc21 (stereo unspecified)
    -10%	2%	-8%	-1%	u	3%	-6%	-5%
COc1ccc(NS(=O)(=O)c2ccc3nc(COc4ccc(C#N)cc4)[nH]c3c2)cc1
    -12%	-11%	u	10%	-3%	0%	u	-4%
O=C(CSc1nc2ccccc2o1)NCC(=O)c1ccccc1
    -12%	4%	u	10%	-3%	-11%	-4%	-2%
CCOC(=O)C1CCN(C2CC(=O)N(c3ccc(OCC)cc3)C2=O)CC1 (stereo unspecified)
    4%	0%	28µM*	-12%	2%	1%	2%	-2%
N#Cc1ccc(CN2CC[C@@]3(CCCN(C(=O)c4ccncc4)C3)C2)cc1
    -11%	x	-1%	3%	x	-8%	x	-6%
Nc1nc2c(ncn2C2CC(O)C(CO)O2)c(=O)[nH]1 (stereo unspecified)
    8%	-5%	-5%	10%	x	4%	x	7%
Cc1nn(Cc2cccc(C(=O)NN)c2)c(C)c1Cl
    x	14%	x	4%	-8%	3%	x	0%
O=C1CCCC(=O)C1C1c2ccccc2CCN1C(=O)CCl (stereo unspecified)
    x	-12%	x	1%	4%	5%	x	0%
COCCCNc1nc(=S)[nH]c2cc(OC)c(OC)cc12
    -20%	-7%	-8%	8%	-8%	4%	-4%	1%
O=C(Nc1ccccc1F)Nc1cccc2ccc(O)cc12
    x	u	x	5%	2%	8%	x	2%
CC(Oc1ccccc1F)C(=O)/C=C/N(C)C (stereo unspecified)
    -2%	5%	19%	2%	3%	10%	1%	2%
CO/N=C(\Cn1ncc(N2CCCC2)c(Br)c1=O)c1ccc(Cl)cc1
    0%	-14%	u	10%	-11%	2%	0%	-1%
Cc1cc(N2CCCC2)nc2c(C)cccc12
    -12%	u	6%	8%	20%	6%	u	6%
COc1ccc(C2C(=O)N(C3CCCCC3)CC(=O)N2C2CCCCC2)cc1 (stereo unspecified)
    -5%	-8%	-5%	3%	8%	-4%	-3%	-4%
NC(=O)CCS(=O)(=O)CCN1CCCCC1
    4%	-4%	2%	-2%	2%	-5%	-2%	0%
CCOC1(/N=C(\C)NS(=O)(=O)c2ccc(Cl)cc2)C(C)=CC(=O)C=C1C
    1%	0%	4%	-11%	1%	-6%	-1%	1%
Brc1cccc(CN2CCCCCCC2)c1
    -46%[inhibitor]	-10%	-13%	-19%	-8%	8%	-4%	1%
COCCn1cnc2c(c1=O)c1nc3ccccc3nc1n2/N=C/c1cccc(OC)c1
    x	5%	x	3%	-2%	5%	x	0%
CCOc1ccc(NC(=O)Cn2nnc(-c3ccccc3F)n2)cc1
    3%	-1%	0%	5%	2%	5%	-12%	2%
COc1ccc(CNC(=O)c2ccc(Br)o2)cc1
    10%	4%	25µM*	-15%[88.7 µM]	2%	-2%[119 µM]	-1%	-2%[119 µM]

An excerpt of these results, bar-delimited.
SMILES | SMN2 splice up | KDM4E inh | ALDH1A1 block | RGS12 GoLoco inh | GAA glycogen | GLA spleen mod | GAA inhib | GAA spleen mod
NC(=O)CCS(=O)(=O)CCN1CCCCC1 | 4% | -4% | 2% | -2% | 2% | -5% | -2% | 0%
CCOC1(/N=C(\C)NS(=O)(=O)c2ccc(Cl)cc2)C(C)=CC(=O)C=C1C | 1% | 0% | 4% | -11% | 1% | -6% | -1% | 1%

Going on with the list:
Each structure is followed by: SMN2 splice up	KDM4E inh	ALDH1A1 block	RGS12 GoLoco inh	GAA glycogen	GLA spleen mod	GAA inhib	GAA spleen mod
COc1ccc(C(F)(F)F)cc1N/C=C/c1nnnn1-c1ccc2ccccc2c1
    x	u	x	5%	-10%	5%	x	4%
O=C(Nc1cccc(O)c1)c1noc2c1CCc1ccccc1-2
    u	-9%	-2%	-6%	-5%[76.3 µM]	-3%	u	-3%
Cc1noc(C)c1-c1nc(N2CCOCC2)c2ccccc2n1
    16%	-6%	u	-5%	x	7%	x	3%
C#Cc1cccc(NC(=O)CSc2nnc(-c3ccc(C(F)(F)F)cn3)o2)c1
    x	8%	x	13%	2%	-6%	x	-4%
COc1ccc(C)cc1NC(=O)CN(C)S(=O)(=O)c1cnc[nH]1
    -10%	-1%	11%	16%	3%	8%	-3%	1%
CCN1CCCC1CNC(=O)Cn1ncc2c(=O)oc3ccc(C)cc3c21 (stereo unspecified)
    -3%	1%	1%	4%	3%	11%	4%	-2%
CC(=O)N1CCc2cc(S(=O)(=O)CCC(=O)N3CCN(c4ccccn4)CC3)ccc21
    -15%	6%	u	-5%	-2%	-1%	5%	-6%
CCOCCCNC(=O)c1ccccc1OC1CCN(S(C)(=O)=O)CC1
    x	-2%	1%	4%	-5%	4%	13%	-2%
CN(C)c1nc(N)nc(CSc2nnnn2C)n1
    27%	7%	6%	7%	-1%	-7%	1%	-7%
C=CCC1(O)C(=O)Nc2ccccc21 (stereo unspecified)
    16%	6%	14%	2%	3%	-2%	1%	-5%
Cc1cc(C)n(C(=O)c2cccc(S(=O)(=O)N3CCCCC3)c2)n1
    x	5%	x	0%	-25%	6%	x	-1%
C/C(=N\NC(=S)NC1CCCCC1)c1ccccc1
    -56%[inhibitor]	5%	0%	-5%	-2%	-2%	4%	-7%
Cc1cccc(N2CCN(C(=O)CC(NC(=O)c3ccccc3)c3ccccc3)CC2C)c1 (stereo unspecified)
    -10%	2%	-9%	-2%	9%	-4%	3%	-16%
Cc1cccc(OCCOC(=O)C2CCN(S(=O)(=O)c3cccs3)CC2)c1
    -4%	7%	u	-6%	-17%	0%	-16%	3%
O=C(/C=C/c1ccc2c(c1)OCO2)N1CCN(c2n[nH]c(=O)[nH]c2=O)CC1
    x	u	u	3%	-1%	7%	0%	3%
COc1cc2c(cc1OC)C1=C(C#N)CC/C(=N\S(=O)(=O)c3ccccc3)N1CC2
    6%	-8%	8%	-4%	4%	-1%	-4%[15.4 µM]	-2%

Profiles as entered above. Order of screens: SMN2 splice up	KDM4E inh	ALDH1A1 block	RGS12 GoLoco inh	GAA glycogen	GLA spleen mod	GAA inhib	GAA spleen mod
`Cc1cccc(N2CCN(C(=O)CC(NC(=O)c3ccccc3)c3ccccc3)CC2C)c1` (stereo unspecified) reads -10%	2%	-9%	-2%	9%	-4%	3%	-16%
`C/C(=N\NC(=S)NC1CCCCC1)c1ccccc1` reads -56%[inhibitor]	5%	0%	-5%	-2%	-2%	4%	-7%
`O=C(/C=C/c1ccc2c(c1)OCO2)N1CCN(c2n[nH]c(=O)[nH]c2=O)CC1` reads x	u	u	3%	-1%	7%	0%	3%
`COc1cc2c(cc1OC)C1=C(C#N)CC/C(=N\S(=O)(=O)c3ccccc3)N1CC2` reads 6%	-8%	8%	-4%	4%	-1%	-4%[15.4 µM]	-2%
`Cc1cccc(OCCOC(=O)C2CCN(S(=O)(=O)c3cccs3)CC2)c1` reads -4%	7%	u	-6%	-17%	0%	-16%	3%
